Screening data from PubChem BioAssay.
RORgamma inh = blocks mouse ROR gamma transcriptional activity. P51450. Drosophila S2 Gal4-RORgamma UAS-luciferase reporter, 20 h. Potency, µM (series often up to 53.6 µM), for inactives: at the highest dose activity change, negative = inhibition, actives largely listed as inhibitors. hit rate 5.4% among 310,000; note: potency is the fitted concentration of half-maximal effect; % is set by controls: 0 for no effect and ±100 for the full control effect; nearly all actives have a fitted effect of over 60% in size
Target sequence (P51450 whole entry, looked up, the tested form may be a part): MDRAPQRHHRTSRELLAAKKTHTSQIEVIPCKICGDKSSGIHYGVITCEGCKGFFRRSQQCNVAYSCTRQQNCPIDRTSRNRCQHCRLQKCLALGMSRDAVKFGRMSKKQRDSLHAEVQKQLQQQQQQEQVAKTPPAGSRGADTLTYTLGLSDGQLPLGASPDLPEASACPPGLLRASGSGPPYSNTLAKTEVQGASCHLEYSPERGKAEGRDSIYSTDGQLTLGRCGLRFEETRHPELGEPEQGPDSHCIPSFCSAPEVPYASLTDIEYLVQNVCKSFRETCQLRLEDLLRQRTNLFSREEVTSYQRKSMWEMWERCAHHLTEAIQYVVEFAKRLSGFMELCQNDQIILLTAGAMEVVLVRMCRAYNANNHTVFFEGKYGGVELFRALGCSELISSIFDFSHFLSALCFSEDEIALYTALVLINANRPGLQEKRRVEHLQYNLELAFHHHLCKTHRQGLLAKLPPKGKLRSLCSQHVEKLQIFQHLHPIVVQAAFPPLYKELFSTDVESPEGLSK
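Stable Schneider cell line, Gal4 DNA-binding domain fused to ROR gamma, UAS-luciferase. Cmpd 1 hr RT → CuSO4 700 uM final → 20 hr RT → luciferase reagent 10 min → luminescence.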
ELG1 genotoxic = inducers of genotoxicity in HEK293T ELG1-luciferase cells | hit rate 1.3% among 330,000 | HEK293T ELG1-luciferase reporter, luminescence, 16 h | AID 504466 | Potency, µM (titrated, usually from 46 µM), for inactives: top-dose activity change, positive = activation, most hits filed as activators; note: potency is the fitted concentration of half-maximal effect; % of control where 0% means no effect; nearly all actives have a fitted effect of over 60% in size
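Genotoxic stress is detected as increased luminescence from luciferase-tagged ELG1 in HEK293T cells, measured with ONE-Glo after a 16 hr treatment at 37 °C.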
NPC1 prom act = activates the NPC1 promoter | Huh7 NPC1 promoter luciferase reporter, 24 h | Potency, µM (highest dose often 9.22 µM), for the others: at the highest dose activation, most hits filed as activators | hit rate 2.4% among 320,000;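 note: potency is the fitted concentration of half-maximal effect; % of control where 0% means no effect; nearly all actives have a fitted effect of over 60% in size; reporter is driven by a mutant NPC1 promoter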
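Quantitative HTS used a cell-based reporter: Huh7 cells stably bearing the NPC1 promoter upstream of luciferase were treated with compounds for 24 h, and promoter activation was read as luminescence.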
Gal4-VP16 FLuc = inhibits Gal4-VP16 luciferase reporter, ROR gamma counter-screen; Drosophila S2 Gal4-VP16 UAS-luciferase, luminescence, 20 h; Potency, µM (top dose mostly 53.6 µM), for the others: top-dose activity, negative = inhibition, actives largely listed as inhibitors; hit rate 3.5% among 310,000;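 note: Gal4-VP16 expression switched on by copper sulfate through the metallothionein promoter; potency is the fitted concentration of half-maximal effect; % is set by controls: 0 for no effect and ±100 for the full control effect; nearly all actives have a fitted effect of over 50% in size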
uPA surface inh = blocks generation of uPA at the cell surface; cell surface uPA generation assay, qHTS; Potency, µM (doses to about 38.3 µM), for the others: top-dose activity change, negative = inhibition, most hits filed as inhibitors; hit rate 0.31% among 330,000; AID 540303; active = well fitted inhibition curve with a large enough effect; inconclusive = small, poorly fitted or top-dose-only effect; inactive = no such curve, though single readings can be large or run the other way; tested in mouse RAW 264.7 cells; note: potency is the fitted concentration of half-maximal effect; % is set by controls: 0 for no effect and ±100 for the full control effect; nearly all actives have a fitted effect of over 55% in size
Giardia killer = kills Giardia lamblia. Giardia lamblia trophozoite viability. activity change, % at 7.66 µM, hits read low. hit rate 0.15% among 340,000; in the data active = activity change below about -80%; inconclusive = between about -30% and that limit;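 note: parasites exposed to compound for two days anaerobically before the ATP read; % is set by controls: 0 for no effect and ±100 for the full control effect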
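Giardia trophozoites, 100 cells per well, were exposed to compounds for 48 hrs at 37 deg C under anaerobic conditions; viability was then read as ATP content by bioluminescence after 15-30 min at room temperature.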
Rab9 prom act = activators of Rab9 promoter; hit rate 2.8% among 320,000; AID 485297; Potency, µM (titrated, usually from 9.22 µM), for inactives: top-dose activation, negative = inhibition, actives largely listed as activators; Huh7 Rab9 promoter-luciferase reporter, luminescence, 24 h; note: potency is the fitted concentration of half-maximal effect; % of control where 0% means no effect; nearly all actives have a fitted effect of over 60% in size
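Stable Rab9-luc Huh7, 1500 cells/well, 2 h settle; cmpd in DMSO, 24 h, 37 °C/5% CO2; luciferase reagent 10 min RT; luminescence.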
Tb PFK inh = T. brucei PFK enzyme inhibition | O15648 | T. brucei PFK, ADP-Glo luminescence | Potency, µM (top dose mostly 57.5 µM), for the others: top-dose activity, negative = inhibition, most hits filed as inhibitors | hit rate 0.17% among 330,000;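 note: potency is the fitted concentration of half-maximal effect; 0% = uninhibited 1x PFK enzyme wells and -100% = no-enzyme wells; nearly all actives have a fitted effect of over 60% in size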
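In TEA buffer at pH 8.0 with 5 mM MgCl2, enzyme (1.25 nM) converted F6P (0.5 mM) and ATP (0.1 mM) for 45 min at room temperature. ADP product was read by luciferase luminescence.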
KCNH2 3.1 inh = KCNH2 3.1 (human) potassium channel inhibition | U2OS KCNH2 3.1, thallium flux FluxOr; stronger effect = lower value | activity change, % (tested at about 1.8 µM) | hit rate 0.95% among 340,000;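 active = maximum activity change below -70%; inconclusive = maximum activity change from -70% to -50%; inactive = maximum activity change above -50%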;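 note: thallium influx rate constant from kinetic fluorescence after stimulation buffer; % is set by controls: 0 for no effect and ±100 for the full control effect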
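Steps: virus added to U2OS suspension (4 h, RT, dark); medium with 10% FBS added, cells plated, 37 C overnight; FluxOr/Red40 loading buffer 45 min RT; stimulation buffer, 2 min kinetic read; rate constant normalized.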
FBPA coupling cs = inhibits coupling enzyme system, counter-screen for aldolase hits | coupling enzyme system counterscreen, AmpLite Red fluorescence | activity change, negative = inhibition, % at 58.2 µM, hits read low | hit rate 0.67% among 290,000 | AID 2472; in the data active = activity change below about -30%; note: % is set by controls: 0 for no effect and ±100 for the full control effect
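Activity here indicates interference with the coupling reaction, not aldolase inhibition. Compounds at 57.5 uM final met coupling enzymes for 10 min at RT; substrate and AmpLite Red detection followed, with a 525/598 nm fluorescence read after 20 min.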
FLuc counter = firefly luciferase modulation, counter-screen for miR-21 project | hit rate 6.9% among 360,000 | purified FLuc, Km substrates, luminescence inhibition | Potency, µM (series often up to 57.5 µM), without a hit: top-dose activity change, negative = inhibition, hits mostly inhibitors;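 note: potency is the fitted concentration of half-maximal effect; plate controls were vehicle for no effect and reference inhibitor for full effect; nearly all actives have a fitted effect of over 55% in size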
Target sequence (P08659 whole entry, looked up): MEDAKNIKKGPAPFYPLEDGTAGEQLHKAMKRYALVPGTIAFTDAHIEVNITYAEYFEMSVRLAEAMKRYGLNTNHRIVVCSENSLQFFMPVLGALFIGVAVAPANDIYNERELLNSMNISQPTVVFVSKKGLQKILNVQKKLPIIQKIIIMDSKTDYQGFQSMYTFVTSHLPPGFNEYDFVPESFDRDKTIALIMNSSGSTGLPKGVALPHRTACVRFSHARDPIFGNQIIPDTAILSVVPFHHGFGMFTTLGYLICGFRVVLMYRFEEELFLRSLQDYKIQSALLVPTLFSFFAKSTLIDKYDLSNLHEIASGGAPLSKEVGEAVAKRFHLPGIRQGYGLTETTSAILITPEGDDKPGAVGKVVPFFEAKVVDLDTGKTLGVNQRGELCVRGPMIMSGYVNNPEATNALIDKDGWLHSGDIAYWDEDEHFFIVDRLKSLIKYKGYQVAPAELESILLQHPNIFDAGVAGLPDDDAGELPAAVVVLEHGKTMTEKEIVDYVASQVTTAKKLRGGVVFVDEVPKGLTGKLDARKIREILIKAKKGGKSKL
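Purified P. pyralis luciferase, 10 nM final, with Km-level 10 uM D-luciferin and 10 uM ATP in 50 mM Tris acetate pH 7.5, 10 mM Mg acetate, 0.01% Tween-20, 0.05% BSA; 6-point qHTS titration about 60 µM downward; luminescence read.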
* hit, by the source's call; ? = inconclusive; / = not tested or not shown; [ ] = remark or other dose. Unless noted, calls come from the whole dose curve; as a rule, active = well fitted curve in the direction sought with a large enough effect; inconclusive = small, poorly fitted or top-dose-only effect, or another doubt; inactive = no such curve, though single readings can be large; an effect the other way counts as inactive or inconclusive.

Short forms – A = RORgamma inh; B = ELG1 genotoxic; C = NPC1 prom act; D = Gal4-VP16 FLuc; E = uPA surface inh; F = Giardia killer; G = Rab9 prom act; H = Tb PFK inh; I = KCNH2 3.1 inh; J = FBPA coupling cs; K = FLuc counter
COCCN(CCOC)C(=O)CN1C(=O)NC2(CCCc3sccc32)C1=O (stereo not given)
  A = -22% | B = -3% | C = -3% | D = 0% | E = 0% | F = 14 | G = -4% | H = -2% | I = 1 | J = -1 | K = 0%
O=C(Cc1ccccc1)NN1C(=O)c2ccccc2C1=O
  A = 28% | B = -3% | C = 0% | D = -1% | E = / | F = -7 | G = -7% | H = -1% | I = 16 | J = 0 | K = -4%
O=C(NC1CCCC1)C(c1cccs1)N(Cc1ccco1)C(=O)c1csnn1 (stereo not given)
  A = -16% | B = 2% | C = -1% | D = -1% | E = -3% | F = -6 | G = 0% | H = -6% | I = 1 | J = 1 | K = 0%
Cc1nn(C(C)c2n[nH]c(=S)n2-c2cccc(Cl)c2)c(C)c1[N+](=O)[O-] (stereo not given)
  A = -23% | B = 0% | C = -11% | D = -2% | E = -1% | F = 8 | G = 4% | H = -6% | I = 10 | J = 2 | K = 1%
O=S(=O)(NCCc1csc(-c2cccnc2)n1)c1cccc(F)c1
  A = 16% | B = 0% | C = -4% | D = 2% | E = 13% | F = 6 | G = 0% | H = -26% | I = 15 | J = -1 | K = 2%
C#CCOCCOCCOCCNc1nc(N2CCN(C(=O)[C@H](Cc3ccc(O)cc3)n3cc([C@@H](N)CC(C)C)nn3)CC2)nc(N2CCN(C(=O)[C@H](Cc3cc4ccccc4[nH]3)n3cc([C@@H](N)CC(C)C)nn3)CC2)n1
  A = 15% | B = 2% | C = -5% | D = -12% | E = -5% | F = -8 | G = 10% | H = -2% | I = 2 | J = 1 | K = -1%
Cc1ccc(NC(=O)c2nnn(-c3cccc(C(F)(F)F)c3)c2N)cc1
  A = 32% | B = 15% | C = -3% | D = 2%[10 µM] | E = -2% | F = 0 | G = -2% | H = -5% | I = -10 | J = 2 | K = -2%
O=C1C2C3C=CC(C3)C2C(=O)N1c1cccnc1 (stereo not given)
  A = -10% | B = / | C = / | D = -14% | E = 14% | F = 1 | G = / | H = / | I = 9 | J = 2 | K = -2%
Cc1[nH]n(-c2ccccc2)c(=O)c1C=Nc1ccc(S(=O)(=O)NC(N)=O)cc1
  A = -10% | B = -1% | C = 3% | D = -20% | E = -20% | F = 4 | G = 3% | H = 7% | I = 2 | J = 2 | K = -2%
CC(C)(C)N1C(=O)[C@H]2[C@@H](c3ccc(Br)cc3)N3C(=O)N(c4cccc(Cl)c4)C(=O)[C@@]3(Cc3ccccc3)[C@H]2C1=O
  A = / | B = 0% | C = -4% | D = / | E = 19% | F = ? | G = -2% | H = 3% | I = 5 | J = / | K = -1%
Cc1nc2ccccc2c(=O)n1NC(=O)c1ccccc1[N+](=O)[O-]
  A = -6% | B = 2% | C = -1% | D = 2% | E = 0% | F = -4 | G = 11% | H = 2% | I = -1 | J = 3 | K = -5%
CC(NC(=O)Cc1ccsc1)c1ccc(F)cc1 (stereo not given)
  A = -7% | B = 2% | C = -3% | D = 0% | E = 3% | F = 4 | G = 0% | H = 1% | I = 19 | J = 3 | K = 1%
Cc1cccc(Nc2nc(N)nc(CN3CCN(c4ccc(F)cc4)CC3)n2)c1
  A = -31% | B = -8% | C = -8% | D = 13% | E = -5% | F = 17 | G = -7% | H = -5% | I = 4 | J = 0 | K = 3%
COc1ccc(C(=O)Nc2c(N)nc(SCC(=O)NCC3CCCO3)[nH]c2=O)cc1 (stereo not given)
  A = -15% | B = 4% | C = 0% | D = -3% | E = 2% | F = -16 | G = 7% | H = -10% | I = 14 | J = / | K = -5%
CC(=O)Nc1ccc(S(=O)(=O)Nc2nc3ccc([N+](=O)[O-])cc3s2)cc1
  A = 6% | B = 2% | C = -4% | D = 0% | E = -3% | F = -11 | G = 0% | H = 4% | I = -14 | J = 21 | K = ?
CCC(C)(C)NC(=O)CN(C(=O)c1snc(C(N)=O)c1N)c1ccc2nc(C)sc2c1
  A = 4% | B = -4% | C = -2% | D = -7% | E = 11% | F = -1 | G = 0% | H = 0% | I = -8 | J = 3 | K = -16%
COc1ccc(/C=C/C(=O)c2nc3ccccc3n2CC(=O)c2ccc(OC)cc2)cc1
  A = 10µM* | B = -7% | C = -3% | D = -8% | E = -8% | F = -3 | G = -5% | H = 2% | I = -14 | J = -3 | K = 9.5µM*
O=C(O)CCn1cc(C(=O)O)c(-c2ccccc2)n1
  A = -3% | B = 3% | C = -1% | D = 4% | E = -3% | F = 20 | G = -2% | H = -8% | I = -2 | J = -1 | K = 0%
O=C(c1ccco1)N1CCc2[nH]nc(-c3ccc(Cl)cc3)c2C1
  A = 37% | B = 0% | C = 1% | D = 3% | E = -6% | F = -14 | G = -7% | H = 0% | I = 13 | J = / | K = -11%
CCOC(=O)c1c(C)[nH]c(C)c1S(=O)(=O)NCc1ccccc1OCC
  A = ? | B = -2% | C = 1% | D = 7% | E = 1% | F = -2 | G = -1% | H = 23% | I = 13 | J = 0 | K = 4%
O=C(CCCN1C(=O)C(c2ccccc2)Oc2cccnc21)NCc1ccccc1F (stereo not given)
  A = -3% | B = -1%[9.26 µM] | C = -3% | D = -2% | E = 2% | F = 24 | G = 0% | H = -1% | I = -10 | J = -2 | K = 1%
COCCNC(=O)C(OC(=O)C1=Cc2ccccc2OC1)C(C)C (stereo not given)
  A = 15% | B = -2% | C = -2% | D = -4% | E = -1% | F = 3 | G = -3% | H = 5% | I = -8 | J = 0 | K = 2%
OC(COc1ccc(F)cc1Cl)CN1CCC(Cc2ccccc2)CC1 (stereo not given)
  A = -17% | B = -9% | C = -1% | D = 1% | E = 3% | F = 10 | G = -1%[1.84 µM] | H = -28% | I = -93* | J = 3 | K = 1%
COc1cccc(CN(C(=O)c2ccccc2)C2CCS(=O)(=O)C2)c1 (stereo not given)
  A = -9% | B = 1% | C = -2% | D = 20% | E = -2% | F = -9 | G = 2% | H = -1% | I = -7 | J = 0 | K = -1%
COc1ccccc1C(=O)NC(=O)CSc1ccc(C)c(C)c1
  A = / | B = -2% | C = / | D = / | E = 2% | F = 17 | G = / | H = 0% | I = -4 | J = / | K = /

Reprinted from the part before: three entries, followed by the next part.
Short forms – A = RORgamma inh; B = ELG1 genotoxic; C = NPC1 prom act; D = Gal4-VP16 FLuc; E = uPA surface inh; F = Giardia killer; G = Rab9 prom act; H = Tb PFK inh; I = KCNH2 3.1 inh; J = FBPA coupling cs; K = FLuc counter
OC(COc1ccc(F)cc1Cl)CN1CCC(Cc2ccccc2)CC1 (stereo not given)
  A = -17% | B = -9% | C = -1% | D = 1% | E = 3% | F = 10 | G = -1%[1.84 µM] | H = -28% | I = -93* | J = 3 | K = 1%
COc1cccc(CN(C(=O)c2ccccc2)C2CCS(=O)(=O)C2)c1 (stereo not given)
  A = -9% | B = 1% | C = -2% | D = 20% | E = -2% | F = -9 | G = 2% | H = -1% | I = -7 | J = 0 | K = -1%
COc1ccccc1C(=O)NC(=O)CSc1ccc(C)c(C)c1
  A = / | B = -2% | C = / | D = / | E = 2% | F = 17 | G = / | H = 0% | I = -4 | J = / | K = /
Cc1cc2nnc(SCC(=O)N3CCN(c4ccccc4)CC3)n2c(N)n1
  A = 14% | B = 2% | C = 0% | D = 4% | E = 9% | F = 1 | G = -1% | H = 1% | I = -5 | J = / | K = 13%
O=C(COC(=O)CCC(NC(=O)OCc1ccccc1)C(=O)OCC(=O)Nc1ccccc1)Nc1ccccc1 (stereo not given)
  A = 23% | B = 2% | C = 3% | D = 3% | E = 3% | F = 13 | G = -7% | H = -4% | I = -24 | J = -2 | K = 4%
CCCOc1ccc(-c2c(C(=O)N/N=C/c3ccc(OC)cc3)nnn2-c2nonc2N)cc1
  A = 16µM* | B = -1% | C = 5% | D = ? | E = -5% | F = -2 | G = 2% | H = 0% | I = -5 | J = 1 | K = -9%
COC(=O)Nc1ccc(S(=O)(=O)N2CCCC(C(=O)N3CCCCCC3)C2)cc1 (stereo not given)
  A = -6% | B = -2% | C = -5% | D = 5% | E = 1% | F = -10 | G = -2% | H = 5% | I = 10 | J = -1 | K = -1%
O=C(COC(=O)c1ccccc1O)NC(c1ccccc1)c1ccccc1
  A = / | B = 0% | C = / | D = / | E = 3% | F = 8 | G = / | H = 1% | I = -2 | J = / | K = /
S=C(NC1CCCCC1)N1CCN(Cc2ccccc2Cl)CC1
  A = ? | B = -7% | C = -4% | D = ? | E = 8% | F = -9 | G = 0% | H = -3% | I = 12 | J = 3 | K = -1%
Cn1nnnc1SCCNCc1ccncc1
  A = -3% | B = -1% | C = 1% | D = -1% | E = / | F = -14 | G = 1% | H = 1% | I = 8 | J = 0 | K = 0%
